Screening results (PubChem)
EP2 modulator = EP2 receptor modulators, cAMP readout, primary screen, cell-based, HTRF cAMP, PGE2 stimulation | 0.83% of 260,000 active | AID 940, 2007 | induction, % at 25 µM | EP2-expressing cells, cAMP HTRF FRET, PGE2 co-stimulation;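 active = compounds whose cAMP rise, as percent of the full-agonist control response, exceeds 60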;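 also: rat C6 glioma line stably carrying human EP2 under a CMV promoter; the protocol text gives 20 µM as final concentration; 100% = response of wells given 1 µM PGE2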
eIF4E 4G PPI = eIF4E–eIF4G protein interaction inhibitors, primary screen, biochemical, uHTS, TR-FRET, eIF4GI fragment; Eukaryotic translation initiation factor 4E (Mus musculus) + Eukaryotic translation …; TR-FRET eIF4E-eIF4GI(517-606) binding, 2 h; inhibition, % at 21.7 µM; 0.37% of 220,000 active; AID 782, 2007;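 active = inhibition above about 30%, limit read from the data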;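 also: 0% = full FRET control wells and 100% = background wells lacking eIF4GI fragment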
Calpain2 inh = inhibitors of pig calpain II, primary screen, biochemical, fluorogenic peptide substrate, 1536-well. 0.37% of 220,000 active. purified calpain II, 30 min. inhibition, % at 16 µM. AID 1236, 2008;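 active = inhibition above about 50%, limit read from the data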
Tb hexokinase = Trypanosoma brucei hexokinase 1 inhibitors, primary screen, biochemical, G6PDH-coupled NADH absorbance, MLSCN library; hexokinase 1 [Trypanosoma brucei]; recombinant TbHK1, G6PDH-coupled NADH A340; inhibition, % at 10 µM; 0.11% of 220,000 active; AID 1430, 2008;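 active = inhibition of 50% or more in the single-dose primary screen; inactive = inhibition below 50%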
L929 necroptosis = inhibitors of zVAD-triggered necroptosis, primary screen, L929 cells; L929 zVAD necroptosis rescue, ATP luminescence, 24 h; with zVAD 60 µM; viability rescue, % at 10 µM; 0.38% of 220,000 active;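 active = activation, scaled between plate controls, above about 75%, limit read from the data; inactive = activation under that limit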;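 also: 0% = zVAD with DMSO and 100% = DMSO alone without zVAD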
14-3-3 Bad PPI = inhibitors of 14-3-3 zeta/Bad binding, primary screen, biochemical, TR-FRET, bovine 14-3-3 zeta; 14-3-3 protein zeta/delta (Bos taurus), P63103; TR-FRET 14-3-3zeta/Dy647-pBad peptide displacement, 1 h; AID 781, 2007; 0.71% of 220,000 active; inhibition, % at 21.7 µM;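 active = inhibition above about 70%, limit read from the data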;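 also: 0% = full 14-3-3 plus peptide FRET controls and 100% = background without 14-3-3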
Target sequence (P63103 whole entry, looked up): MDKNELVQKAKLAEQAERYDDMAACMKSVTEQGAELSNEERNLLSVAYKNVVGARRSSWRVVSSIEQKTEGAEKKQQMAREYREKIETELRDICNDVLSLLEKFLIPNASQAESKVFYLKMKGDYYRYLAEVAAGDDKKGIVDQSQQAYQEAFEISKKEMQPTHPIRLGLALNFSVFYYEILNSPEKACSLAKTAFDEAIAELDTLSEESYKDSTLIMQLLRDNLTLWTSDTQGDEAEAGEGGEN
PGE2 EP2 inh = human EP2 receptor antagonists, primary screen, TR-FRET cAMP, C6 glioma cells; Prostaglandin E2 receptor EP2 subtype (Homo sapiens), P43116; C6 glioma cells expressing human EP2; cells stimulated with saturating PGE2; inhibition, % at 25 µM; 0.52% of 260,000 active; AID 1422, 2008;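 active = percent inhibition above 40 after rounding to a whole number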;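 also: rat C6 glioma host cells with rolipram phosphodiesterase inhibitor present; the protocol text gives 20 µM as final concentration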
Rad51 HR inh = human RAD51 strand exchange inhibitors, primary screen, biochemical, fluorescence. hRad51 DNA strand exchange, fluorescence dequenching. 0.085% of 200,000 active. inhibition, % at 10 µM. DNA repair protein RAD51 homolog 1 (Homo sapiens), Q06609;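 active = inhibition above 40% at the single screening dose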;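 also: 0% = DMSO control wells and 100% = blanks with heterologous ssDNA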
Target sequence (Q06609 whole entry, looked up): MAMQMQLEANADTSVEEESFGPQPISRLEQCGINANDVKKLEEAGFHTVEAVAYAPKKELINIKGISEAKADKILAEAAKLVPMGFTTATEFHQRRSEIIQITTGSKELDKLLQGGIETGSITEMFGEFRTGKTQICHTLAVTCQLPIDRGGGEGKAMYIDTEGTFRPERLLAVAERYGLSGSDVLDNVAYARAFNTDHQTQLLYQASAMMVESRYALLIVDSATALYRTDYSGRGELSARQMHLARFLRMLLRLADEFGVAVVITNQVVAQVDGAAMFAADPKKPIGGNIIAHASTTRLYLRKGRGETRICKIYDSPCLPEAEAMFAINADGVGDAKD
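Assay system: Human Rad51 nucleoprotein filaments preassembled on unlabelled ssDNA | Reagent: Donor/quencher-labelled 47-bp dsDNA substrate | Doses: One concentration, 10 µM final | Times: 37 °C 15-min filament assembly, 30-min compound preincubation, 15-min exchange | Technique: Fluorescein emission 520 nm, excitation 485 nm | Benchmarks: Plate control and blank wells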
Hck-Nef inh = inhibitors of Nef-activated human Hck kinase, primary screen, biochemical, Z-Lyte FRET, 384-well, Hck-YEEI; Tyrosine-protein kinase HCK (Homo sapiens), P08631; Recombinant Hck-YEEI plus Nef, Z-Lyte FRET kinase assay; inhibition, % at 20 µM; 0.68% of 220,000 active;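 active = Hck-Nef kinase inhibition above about 50%, limit read from the data; inactive = inhibition below that limit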;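 also: 0% = DMSO with Hck plus Nef and 100% = Hck alone without Nef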
Target sequence (P08631 whole entry, looked up): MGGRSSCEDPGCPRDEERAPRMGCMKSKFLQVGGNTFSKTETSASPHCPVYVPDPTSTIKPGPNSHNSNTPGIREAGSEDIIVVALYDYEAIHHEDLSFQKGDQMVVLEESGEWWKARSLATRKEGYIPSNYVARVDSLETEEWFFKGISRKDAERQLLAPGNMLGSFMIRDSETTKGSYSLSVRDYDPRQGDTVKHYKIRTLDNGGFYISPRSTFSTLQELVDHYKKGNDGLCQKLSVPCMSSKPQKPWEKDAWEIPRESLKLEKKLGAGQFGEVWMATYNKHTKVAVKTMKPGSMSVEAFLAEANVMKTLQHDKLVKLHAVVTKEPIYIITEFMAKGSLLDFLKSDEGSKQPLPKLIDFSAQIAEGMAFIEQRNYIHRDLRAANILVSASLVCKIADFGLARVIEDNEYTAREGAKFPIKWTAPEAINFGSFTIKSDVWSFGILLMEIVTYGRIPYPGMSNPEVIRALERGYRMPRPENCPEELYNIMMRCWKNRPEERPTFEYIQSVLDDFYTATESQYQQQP
The depositor's hits bear a star; i = inactive; · = not tested or not shown; & = joins results of further samples; [ ] = remark or other dose. The list is partial; rates above refer to the full screens.

SMILES	EP2 modulator	eIF4E 4G PPI	Calpain2 inh	Tb hexokinase	L929 necroptosis	14-3-3 Bad PPI	PGE2 EP2 inh	Rad51 HR inh	Hck-Nef inh
C=CCNC(=O)CSc1nc2sc(C)c(C)c2c(=O)[nH]1	1	-1	14	-10	2.6	-5	15	11	26
Cc1ccc2c(c1)c(N=O)c(O)n2Cc1ccc(Cl)cc1	51	0	-21	-2	2.1	-14	7	15	5
CC1Cc2ccccc2N1C(=O)Cn1c(=O)cc(O)c2ccccc21 (stereo not drawn)	4	3[fluorescence artefact?]	9	-6	0.1	-3[fluorescence artefact?]	12	-1	0
COC(=O)c1ccc(C2C(C#N)=C(C)NC3=C2C(=O)CC(C)(C)C3)cc1 (stereo not drawn)	10	-3[fluorescence artefact?]	i	-7	-0.1	5	7	-7	12
Cc1ccc(S(=O)(=O)N2CCOC2CNC(=O)C(=O)NCc2ccncc2)cc1 (stereo not drawn)	-13	-2	-7	6	-0.7	6	7	·	19
COC(=O)c1nn(-c2ccccc2)c(Cl)c1/C=N/OCc1ccc(Cl)cc1Cl	-5	-3	16	1	-0.1	-4	14	-4	-2
COc1ccc(C2C(C(=O)O)CCC(=O)N2c2ccc(OC)cc2)cc1 (stereo not drawn)	-11	-11	-54	-7	-0.5	-11	21	4	-2
COc1ccc2oc(=O)c(NC(=O)C3CCCCC3)cc2c1	3	-8	-168	22	0.2	-1[fluorescence artefact?]	6	5	0
CCOC(=O)N1CCN(CC(O)COc2ccc(OC)cc2C(C)(C)C)CC1 (stereo not drawn)	13	1	-12	-17	0.0	12	14	·	3
COc1cc(C2NC(=O)NC(c3ccccc3)=C2C(C)=O)cc([N+](=O)[O-])c1O (stereo not drawn)	27	1	11	-9	-0.9	-13	6	·	5
O=[N+]([O-])c1ccc(S(=O)(=O)NCCc2ccncc2)cc1	15	0	5	1	1.7	6	5	17	22
Cc1ccc(-c2nn(CC(=O)NN3CCOCC3)c(=O)c3ccccc23)cc1	10	-1	-18	-9	0.5	-1	14	15	2
Cc1c(C(=O)Nn2cnnc2)oc2ccccc12	13	-1	-45	1	0.5	-3	16	·	6
CC(=O)Nc1ccc(S(=O)(=O)Nc2c(C)nn(-c3ccccc3)c2C)cc1	-5	5	11	0	0.3	-5	12	-5	1
COc1ccc2c(=O)c(C(=O)NCCc3ccc(OC)c(OC)c3)c[nH]c2c1	-1&-59	1[fluorescence artefact?]	9	2	0.2	11	5&3	1	3
COc1ccc2[nH]cc(/C=C(/C#N)S(=O)(=O)c3ccccc3)c2c1	-1	-5	25	-4	-0.2	-5	36	3	0
CSc1ccccc1C(=O)C1CCCN(C(=O)CCN2CCCO2)C1 (stereo not drawn)	-18	2	5	-5	-0.7	5	2	·	4
Nc1ccc(NC(=S)Nc2ccccc2)cc1	-8	1	8	-12	-0.8	-10	5	·	-1
CCCOc1c(OC)cc(Cl)cc1C1NC(=O)NC(C)=C1C(=O)NCc1ccccc1 (stereo not drawn)	-4	4	-26	1	0.3	0[fluorescence artefact?]	9	-2	-1
CC(/C=N/NC(=O)CSc1nnc(SCc2ccccc2)s1)=C\c1ccco1	13	3	-15	0	2.9	-10	4	-6	2
Cc1ccc(Cl)cc1NC(=O)C1CCCN(S(=O)(=O)c2c(C)noc2C)C1 (stereo not drawn)	6	-3	22	-1	-0.3	-10	13	0	1
Cc1ccc(C)c(-n2c3nc(=O)n(C)c(=O)c-3cc3ccccc32)c1	44	14	-334	-22	1.1	31	7	-10	25
COCCn1c(SCC(=O)c2ccc3c(c2)OCCO3)nnc1C(C)C	47	2	22	-17	-0.8	7	9	4	6
CCc1cccc(CC)c1NC(=O)COc1ccccc1C(=O)c1cc(C#N)c(=O)n(C2CCCCC2)c1	5	26	-61	-12	0.2	1[fluorescence artefact?]	4	13	5
CC1(C)CC(c2nc(-c3ccccc3)cs2)CCS1 (stereo not drawn)	1	4[fluorescence artefact?]	-24	0	1.4	-3	6	-5	3
COc1cccc(-n2cc(C(=O)O)c3ccccc3c2=O)c1	49	-3	-14	-4	-0.2	5	7	2	0
Clc1ccc(/C=N/Nc2ncnc3ccccc23)cc1Cl	-46	3	-37	-16	0.6	-7[fluorescence artefact?]	·	·	1
COc1ccc2c(c1)c1nc3ccccc3nc1n2CCn1c(=O)oc2ccccc21	3	-11	43	0	-0.1	6	6	1	8
CS(=O)(=O)c1ccc(C(=O)NCC(c2ccco2)N2CCCCC2)cc1 (stereo not drawn)	0	-3	-10	-3	0.8	-8	8	-4	16
CC(=O)Nc1ccc(-c2ccccc2)s1	9&-23	4	13	-5	1.7	11[fluorescence artefact?]	17&6	9	3

Next section (five carried over from the part before).
SMILES	EP2 modulator	eIF4E 4G PPI	Calpain2 inh	Tb hexokinase	L929 necroptosis	14-3-3 Bad PPI	PGE2 EP2 inh	Rad51 HR inh	Hck-Nef inh
COc1cccc(-n2cc(C(=O)O)c3ccccc3c2=O)c1	49	-3	-14	-4	-0.2	5	7	2	0
Clc1ccc(/C=N/Nc2ncnc3ccccc23)cc1Cl	-46	3	-37	-16	0.6	-7[fluorescence artefact?]	·	·	1
COc1ccc2c(c1)c1nc3ccccc3nc1n2CCn1c(=O)oc2ccccc21	3	-11	43	0	-0.1	6	6	1	8
CS(=O)(=O)c1ccc(C(=O)NCC(c2ccco2)N2CCCCC2)cc1 (stereo not drawn)	0	-3	-10	-3	0.8	-8	8	-4	16
CC(=O)Nc1ccc(-c2ccccc2)s1	9&-23	4	13	-5	1.7	11[fluorescence artefact?]	17&6	9	3
Cc1ccc(NS(=O)(=O)c2cc3c4c(cccc4c2)C(=O)NC3=O)cc1	-34	4	-10	-4	1.7	2	3	-2	-18
O=c1oc2cc([N+](=O)[O-])ccc2nc1/C=C(\O)c1cccc(Br)c1	21	2	-26	-23	-0.3	-4	8	·	20
CCc1nc2ccccc2c(C(=O)OCC(=O)NCc2ccco2)c1C	-37	-1	0	4	0.8	-5	13	-6	6
O=C1C2ON(c3ccccc3)C(c3ccncc3)C2C(=O)N1c1ccccc1 (stereo not drawn)	-14	-4	-25	16	-0.2	-6	6	-3	0
CC(C)(C)c1ccc(NC(=O)c2ccccc2)c([N+](=O)[O-])c1	-6	2	-2	-3	16	-13	14	26	20
CC(=O)Nc1cc(C(N)=O)c(Cl)cc1Cl	27	3[fluorescence artefact?]	-5	-6	-0.2	-5	2	-2	-1
Cc1ccc([N+](=O)[O-])cc1NC(=O)CN(C(=O)c1ccc(Cl)cc1)C1CCCCC1	-1	5	21	2	0.2	4	11	-3	0
CCOP(=O)(OCC)/C(C#N)=C/c1ccc(-c2ccc(F)cc2F)o1	-14	4	-9	-32	1.0	-1	14	11	1
COCCCNC(=S)N(Cc1ccccc1)Cc1ccccc1	20	2	22	5	-0.6	-11[fluorescence artefact?]	7	-5	-2
CCN(CC)c1ccc(/C=N/Nc2nc3ccccc3[nH]2)c(O)c1	-56	0[fluorescence artefact?]	-6	-17	61	-4[fluorescence artefact?]	61*	-4	9

Some of the entries above in a different format.
Second line of a record – EP2 modulator | eIF4E 4G PPI | Calpain2 inh | Tb hexokinase | L929 necroptosis | 14-3-3 Bad PPI | PGE2 EP2 inh | Rad51 HR inh | Hck-Nef inh
Cc1ccc(NS(=O)(=O)c2cc3c4c(cccc4c2)C(=O)NC3=O)cc1
 : -34 | 4 | -10 | -4 | 1.7 | 2 | 3 | -2 | -18
CCc1nc2ccccc2c(C(=O)OCC(=O)NCc2ccco2)c1C
 : -37 | -1 | 0 | 4 | 0.8 | -5 | 13 | -6 | 6

Next section.
SMILES	EP2 modulator	eIF4E 4G PPI	Calpain2 inh	Tb hexokinase	L929 necroptosis	14-3-3 Bad PPI	PGE2 EP2 inh	Rad51 HR inh	Hck-Nef inh
CCN(CC)C(=O)Oc1ccc(Cl)c2cccnc12	2	-2	-43	9	0.8	-24	4	-10	21
CN(C)c1ccc(N2C(=O)CSC2=S)cc1	6	-3	-13	-4	-0.4	-4	11	-8	9
COc1ccc(CNc2nc(NCc3ccc(OC)cc3)n(C(C)=O)n2)cc1	8	2	-25	1	0.4	11	6	6	-2
CCCOc1ccc(C2C3=C(Nc4nc(N)[nH]c(=O)c42)c2ccccc2C3=O)cc1 (stereo not drawn)	8	-7	-41	-15	0.4	11	4	-10	42
COc1cccc(C(=O)c2cc3ccc(O)cc3oc2=O)c1	3	-1	15	-4	-0.3	-5	0	-7	63*
Cc1ccc(C(=O)NCC(=O)NCC(=O)OCc2ccc(F)cc2)cc1	31	2	-19	-8	0.4	-3	6	-14	1
O=C(CN1CCC(NC(=O)C2CCCCC2)CC1)NCc1ccco1	9&14	-5	-6	-7	2.0	-11	9&7	0	11
COc1ccc(CCC(=O)Nc2cccc(Cl)c2)cc1	-50	-1	6	-1	0.5	-1	7	·	2
Cc1cc(C)cc(C(=O)N2CCC(C(N)=O)CC2)c1	14	6	13	4	-0.3	-2	11	7	-1
COc1ccc(NC(=O)/C(Cl)=C(/Cl)S(=O)Cc2ccccc2)cn1 (stereo not drawn)	-28	-7	20	-2	-3.9	10	10	31	2
Cn1c(N)c(C(=O)c2ccc(Cl)cc2)c(=O)n(C)c1=O	7	-6	-8	-7	-0.1	5	18	-6	4
COc1ccc(CNC(=O)C2=CCN(S(=O)(=O)c3ccc(C)cc3)CC2)cc1	-21	-7	22	-6	0.7	2	7	·	23
N#Cc1cnn(Cc2ccccc2)c1/N=C/N1CCOCC1	-21	-2	3	3	0.5	-3	7	-2	6
CC(C)NC(=O)C(=O)c1cn(C)c2ccccc12	-7	7	25	-18	3.5	-1	7	-1	4
Cc1cc(C)c(S(=O)(=O)N(C)CC(=O)NCc2ccccn2)c(C)c1	-10&9	0	-9	-3	-1.3	-14	11&0	-5	19
O=C(CS(=O)CC(=O)N(c1ccccc1)C(C(=O)NC1CCCCC1)c1ccco1)Nc1ccc(F)cc1 (stereo not drawn)	10	17	-5	27	0.1	-16[fluorescence artefact?]	9	-1	4
O=C(NCC1CCCO1)c1cc2n(n1)C(C(F)(F)F)CC(c1ccc(Br)cc1)N2 (stereo not drawn)	-2	-8	-5	3	0.8	-8	3	4	1
Cc1cc2ncn(-c3ncnc4scc(-c5ccccc5)c34)c2cc1C	12	4	-1	-6	-0.5	44	·	·	0
O=C1COc2ccc(N3C(=O)c4ccccc4C3=O)cc2N1	7	1	3	-1	0.2	-4	7	22	2
C=CCn1c(-c2cccn(Cc3ccccc3)c2=O)n[nH]c1=S	2	7	-10	-10	0.0	14	5	-7	1
COc1ccc(NC(=O)c2cccnc2N2CCOCC2)cc1	28	-1	-23	-10	0.6	-11	8	15	-8
COCc1c(Br)c(C)nc(OCC(=O)N/N=C/c2ccco2)c1C#N	-53	11	-3	0	1.6	0	5	26	22
c1ccc(-n2nnnc2Sc2ncnc3sc4c(c23)CCCC4)cc1	-44	-4	-8	-1	-0.5	-13	11	1	3
O=C(Nc1ccc(-c2cn3c(n2)SCC3)cc1)c1ccco1	-22	-1	13	-55	1.2	1	15	17	17
C=CCc1ccccc1OCC(O)CN1CCN(c2ccccc2OC)CC1 (stereo not drawn)	-8	3	4	5	0.7	58	4	2	1
